S-ASM inh: inhibitors of human secretory acid sphingomyelinase. P17405. placental ASM, HMU-PC fluorogenic substrate, 60 min. Potency, µM (top dose mostly 57.5 µM), without a hit: at the highest dose activity change, negative = inhibition, actives largely listed as inhibitors. 340,000 compounds, 0.006% hits; also: potency is read from the fitted curve at half-maximal effect
Target sequence (P17405 47-631 limits assumed): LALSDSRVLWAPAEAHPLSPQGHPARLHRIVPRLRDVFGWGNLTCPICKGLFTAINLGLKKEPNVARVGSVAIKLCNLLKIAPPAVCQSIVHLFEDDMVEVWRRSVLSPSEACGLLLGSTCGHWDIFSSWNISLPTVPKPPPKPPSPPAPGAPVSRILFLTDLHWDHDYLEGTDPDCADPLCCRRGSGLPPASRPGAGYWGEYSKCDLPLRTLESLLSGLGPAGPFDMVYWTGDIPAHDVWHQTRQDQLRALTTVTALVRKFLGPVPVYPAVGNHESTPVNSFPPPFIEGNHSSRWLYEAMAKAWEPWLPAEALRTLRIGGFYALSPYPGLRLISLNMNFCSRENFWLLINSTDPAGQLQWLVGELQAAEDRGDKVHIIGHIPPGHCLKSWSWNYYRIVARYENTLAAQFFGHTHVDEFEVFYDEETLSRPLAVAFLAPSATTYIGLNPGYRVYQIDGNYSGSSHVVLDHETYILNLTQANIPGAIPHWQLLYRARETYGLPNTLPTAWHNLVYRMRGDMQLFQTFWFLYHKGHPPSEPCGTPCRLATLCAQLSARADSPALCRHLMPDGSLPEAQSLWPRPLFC
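HMU-PC0 cleavage (9 uM final) by human placental ASM, 60 min at 37 °C following 10 min compound exposure at RT; stopped at pH 10, fluorescence Ex 386/Em 447 nm.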
BRCA1 expr act: activators of BRCA1 expression | MCF7-BRCA1-FFLuc reporter, luminescence, 48 h; response scale: scaled: vehicle 0%, 10 µM genistein 100% | Potency, µM (titrated, usually from 46.1 µM), for inactives: top-dose activation, actives largely listed as activators | 380,000 compounds, 1.1% hits; also: potency is read from the fitted curve at half-maximal effect; nearly all actives have a fitted effect of over 80% in size; some results filed as inactive show a strong effect at the top dose
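Luminescence from a BRCA1-driven firefly luciferase in MCF7 cells was the read-out, taken 15 min after substrate addition following 48 h compound exposure at 37 °C. Data were normalized to a 10 microM genistein control and DMSO vehicle.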
TRPV1 agonist: agonists of human vanilloid receptor 1 (TRPV1). Q8NER1. TRPV1-expressing cells, Fluo-8 calcium influx, agonist mode. activation, % at 8.33 µM. 320,000 compounds, 0.19% hits; in the data active = activation above about 80%; inconclusive = between about 30% and that limit; also: 0% is about no effect
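Cells expressing TRPV1 were dye-loaded with Fluo-8 and read kinetically: 10 s baseline, 3 min after compound (agonist portion), then 2 min after EC20 capsaicin (allosteric enhancer portion). Calcium-bound dye fluorescence at 480/520 nm.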
a7 integrin act: integrin-mediated muscular dystrophy alleviation activation; 350,000 compounds, 0.064% hits; AID 624291; Potency, µM (series often up to 38.3 µM), for inactives: top-dose activation, hits mostly activators; alpha7betagal myoblasts, beta-gal FDG fluorescence, 48 h;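 also: potency is read from the fitted curve at half-maximal effect; 100% = response of the positive control SU9516; nearly all actives have a fitted effect of over 60% in size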
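Alpha7betagal+/- myoblasts (passage 13) were plated 16-24 hr, then exposed to compounds (1:260 dilution of DMSO stock) for 48 hours at 37C. After MPER lysis, β-galactosidase reporter activity was read as FDG fluorescence (ex 480/em 540) after 30 minutes.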
Eya2 phos inh: Eya2 (human) phosphatase inhibition; O00167; recombinant Eya2, OMFP fluorescence dephosphorylation (OMFP is methylfluorescein phosphate); Potency, µM (top dose mostly 76.9 µM), for inactives: at the highest dose activity, negative = inhibition, hits mostly inhibitors; 330,000 compounds, 0.006% hits; also: potency is read from the fitted curve at half-maximal effect; % is scaled to controls: 0 for no effect and ±100 for the full control effect
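Eya2 protein (added as 0.2 uM solution) was preincubated with compound for 10 min at ambient temperature in 50 mM HEPES pH 7.5, 50 mM NaCl, 5 uM MgCl2, 0.05% BSA, 1 mM DTT. OMFP (added at 50 uM) then reacted 10 min; fluorescence read at 485/525 nm.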
TSG101-PTAP inh: blocks PTAP/TSG101 interaction to inhibit HIV-1 budding; AID 493005; Fluorescence polarization, FITC-PTAP peptide / Tsg101 binding; 340,000 tested, under 10 active; Potency, µM (doses to about 115 µM), without a hit: at the top dose activity change, negative = inhibition, most hits filed as inhibitors; Q99816; active = well fitted inhibition curve with a large enough effect in the main read-out, with a control signal flat, not every such curve was filed as active; inconclusive = small, poorly fitted or top-dose-only effect, or effect the other way, or a change in a side signal; inactive = no such curve, though single readings can be large or run the other way; also: potency is read from the fitted curve at half-maximal effect; % of control where 0% means no effect
Target sequence (Q99816 whole entry, looked up): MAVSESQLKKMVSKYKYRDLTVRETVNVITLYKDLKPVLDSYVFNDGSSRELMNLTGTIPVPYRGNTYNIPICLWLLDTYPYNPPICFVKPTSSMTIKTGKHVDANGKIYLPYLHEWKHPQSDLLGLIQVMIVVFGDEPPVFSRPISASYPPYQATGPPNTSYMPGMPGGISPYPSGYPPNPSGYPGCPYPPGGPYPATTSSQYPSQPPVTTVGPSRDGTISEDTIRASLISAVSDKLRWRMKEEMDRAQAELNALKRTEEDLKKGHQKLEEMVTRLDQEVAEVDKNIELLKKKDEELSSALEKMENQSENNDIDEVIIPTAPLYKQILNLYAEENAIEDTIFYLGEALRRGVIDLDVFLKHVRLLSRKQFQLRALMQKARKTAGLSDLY
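Steps: Tsg101 binding domain dispensed (10 uM final), compounds pinned in DMSO, FITC-labeled PTAP-motif peptide added (50 nM final); after 20 min binding at room temperature, polarization measured.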
B2AR arrestin: agonists driving beta-arrestin recruitment to human beta2-adrenergic receptor; beta-arrestin recruitment to beta2AR, cell-based reporter; Potency, µM (titrated, usually from 46.1 µM), inactives show at the highest dose activation, hits mostly activators; 330,000 compounds, 0.02% hits;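 also: potency is read from the fitted curve at half-maximal effect; 0% = DMSO controls and full agonism = EC100 isoproterenol or metaproterenol; nearly all actives have a fitted effect of over 65% in size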
ELG1 genotox: inducers of genotoxicity in HEK293T ELG1-luciferase cells. 330,000 compounds, 1.3% hits. HEK293T ELG1-luciferase reporter, luminescence, 16 h. Potency, µM (doses to about 46 µM), for the others: at the top dose activity change, positive = activation, actives largely listed as activators. AID 504466; also: potency is read from the fitted curve at half-maximal effect; % of control where 0% means no effect; nearly all actives have a fitted effect of over 60% in size
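16 hr compound incubation (37 °C, 5% CO2) of HEK293T cells carrying luciferase-tagged ELG1; luciferase then measured by ONE-Glo luminescence after 30 min at RT.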
p53 reactivation: mutant p53 re-activation in reporter cells; H1299 p53-A138V BP100-luciferase reporter, luminescence, 24 h; Potency, µM (titrated, usually from 92.2 µM), for inactives: at the highest dose activity change, positive = activation, actives largely listed as activators; 320,000 compounds, 0.063% hits; AID 504706; also: potency is read from the fitted curve at half-maximal effect; % of control where 0% means no effect; nearly all actives have a fitted effect of over 45% in size
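p53-null H1299 cells stably carrying temperature-sensitive p53-A138V and a BP100-luciferase reporter were pinned with compounds (4-point, 1:5 series) and held 24 hrs at 37 deg C. Luminescence was read 10 min after detection reagent.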
uPA generation: blocks generation of uPA at the cell surface | cell surface uPA generation assay, qHTS | AID 540303 | 330,000 compounds, 0.31% hits | Potency, µM (doses to about 38.3 µM), inactives show at the highest dose activity change, negative = inhibition, actives largely listed as inhibitors; active = well fitted inhibition curve with a large enough effect; inconclusive = small, poorly fitted or top-dose-only effect; inactive = no such curve, though single readings can be large or run the other way; tested in mouse RAW 264.7 cells; also: potency is read from the fitted curve at half-maximal effect; % is scaled to controls: 0 for no effect and ±100 for the full control effect; nearly all actives have a fitted effect of over 55% in size
USP2a block: blocks human ubiquitin-specific protease USP2a | 330,000 compounds, 0.01% hits | USP2 core, Ub-CHOP2 coupled fluorogenic reporter, 485/531 | Potency, µM (series often up to 38.3 µM), without a hit: at the top dose activity change, negative = inhibition, most hits filed as inhibitors;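 also: potency is read from the fitted curve at half-maximal effect; plate controls were DMSO wells for no effect and full inhibition by NEM control for full effect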
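Cell-free coupled assay: 10nM USP2 core preincubated 30min RT with compound in Tris-HCl pH 8.0/CaCl2/CHAPS buffer, then 25nM Ub-CHOP2 and 25nM reporter substrate; fluorescence (Ex 485/Em 531) read after 60min RT, normalized to NEM inhibition, concentration-response curves fitted.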
An asterisk follows results filed as active; ? = inconclusive; · = no result given; [ ] = remark or other dose. Unless noted, calls follow the shape of the dose curve; as a rule, active = well fitted curve in the direction sought with a large enough effect; inconclusive = small, poorly fitted or top-dose-only effect, or another doubt; inactive = no such curve, though single readings can be large; an effect the other way counts as inactive or inconclusive.

SMILES	S-ASM inh	BRCA1 expr act	TRPV1 agonist	a7 integrin act	Eya2 phos inh	TSG101-PTAP inh	B2AR arrestin	ELG1 genotox	p53 reactivation	uPA generation	USP2a block
O=C(Nc1cc(Cl)ccc1O)C1CC(c2c(F)cccc2Cl)=NO1 (centres undefined)	-0.3%	-36.1%	7.0	15.7%	-1.4%	1.5%	0.4%	-4.1%	5.3%	-8.8%	-2.6%
CCCCn1c(-c2ccco2)n[nH]c1=S	3.6%	-4.5%	-5.2	-0.3%	-1.4%	-6.3%	-0.3%	2.4%	-0.1%	-3.0%	1.0%
Cc1ccc(S(=O)(=O)N2[C@@H](c3ccc(Br)cc3)C(C(=O)O)=CC[C@H]2c2ccc(Cl)cc2)cc1	-5.2%	-0.1%	·	7.7%	-2.0%	0.3%	-0.2%	-5.9%	10.0%	6.2%	-8.4%
COc1nc(Nc2cccc(C)c2)nc(N2CCCCC2)n1	-8.1%	-18.0%	27.7	0.7%	-1.9%	-4.4%	0.3%	-1.3%	19.8%	0.4%	2.0%
COC(=O)c1cnn2c1C(=O)N(Cc1cccs1)CC2	-0.4%	4.8%	2.2	-28.4%	12.3%	-6.8%	-0.7%	-0.2%	3.8%	4.0%	-1.3%
COc1ccc(S(=O)(=O)N2CCOC2CNC(=O)C(=O)NCc2ccncc2)cc1 (centres undefined)	3.3%	-19.2%	0.7	18.6%	0.0%	-1.2%	0.4%	-5.1%	1.1%	-4.7%	0.7%
Cc1cccc(NS(=O)(=O)c2cccc(C(=O)N3CCC3)c2)c1	-1.4%	1.3%	0.8	20.9%	22.8%	-5.5%	-0.2%	-2.3%	1.1%	?	-0.4%
COc1ccc(C2NC(=S)NC3=C2CCCC3=C2SCCS2)cc1 (centres undefined)	-1.6%	-75.4%	1.6	-43.8%	-5.0%	-2.0%	-1.0%	?	?	-14.9%	1.4%
CCOc1cccc(/C=C(\C#N)C(=O)NC2CC2)c1	-1.7%	13.1%	·	20.3%	·	-3.8%	·	·	·	-6.9%	·
COc1cccc(-c2nnc(SC(C(=O)c3c[nH]c4ccccc34)c3ccccc3)n2C)c1 (centres undefined)	-11.0%	-78.5%	0.9	-68.7%[inhibitor]	-3.6%	-0.8%	5.8%	-14.3%	-10.3%	4.2%	-13.8%
CN(C)CCNc1ccc2nnn3c4ccc(O)cc4c(=O)c1c23	-2.8%	-75.3%	·	-16.6%	·	-1.9%	·	·	·	-10.4%	·
O=C(Cn1cc([N+](=O)[O-])ccc1=O)NCC1COc2ccccc2O1 (centres undefined)	3.2%	17.9%	4.3	4.5%	15.2%	-3.1%	-0.4%	-2.5%	5.0%	4.3%	1.7%
NC(=O)c1ccc(NS(=O)(=O)c2ccccc2F)cc1	2.9%	8.2%	0.7	20.1%	13.0%	0.1%	-0.4%	1.4%	4.6%	·	0.0%
CC(C)C(=O)NC(=S)Nc1ccc(S(=O)(=O)Nc2nccs2)cc1	4.4%	-10.0%	0.0	-0.8%	13.1%	-1.0%	-0.3%	-0.4%	14.6%	0.4%	12.0%
Cc1cc(OC(=O)c2ccccc2)n(CCC#N)n1	1.2%	-8.8%	4.0	0.0%	6.7%	-2.7%	0.0%	3.1%	-3.5%	3.2%	-0.8%
O=C(CC1C=Cc2ccccc2N1C(=O)c1ccccc1)c1ccccc1 (centres undefined)	-5.1%	-40.3%	?	5.0%	-3.4%	-0.3%	-0.6%	-7.0%	-1.9%	-19.6%	-13.6%
COC(=O)C1=C(C)N(c2ccc(OC)cc2)C(C)=C(C(=O)OC)C1c1ccc(OC)cc1	1.8%	-55.0%	6.7	-0.6%	-10.8%	0.8%	-0.3%	0.1%	-4.8%	-0.4%	1.9%
Cc1cc(C)cc(C(=O)OCC(=O)Nc2cccc(S(=O)(=O)NC3=NCCCCC3)c2)c1	0.3%	-32.8%	0.5	-14.1%	-6.1%	-7.7%	-0.5%	-0.4%	-9.6%	-2.5%	2.7%
COc1ccc(-c2csc(Nc3ccc(S(=O)(=O)Nc4cc(C)on4)cc3)n2)cc1C	-11.4%	-15.7%	1.0	-14.8%	10.9%	-5.6%	0.3%	1.4%	-0.2%	6.0%	-10.2%
CCOC(=O)c1cnc2ccc(C)cc2c1N(C)Cc1ccccc1	-6.0%	-50.4%	?	-40.0%	-4.9%	-0.7%	0.5%	-7.7%	-4.5%	-6.5%	-7.9%
CNS(=O)(=O)c1cccc(C(=O)OCC(=O)Nc2cc(F)ccc2F)c1	-2.9%	-4.4%	6.3	?	6.7%	-4.1%	0.2%	-2.7%	?	9.4%	-2.4%
CC(C)N1C(=O)CSC1c1ccc(Br)cc1 (centres undefined)	1.5%	-32.7%	6.4	?	0.9%	-3.8%	-0.1%	0.0%	-3.5%	2.0%	-4.5%
CC(C)(C)c1nc2cc(Cl)c([N+](=O)[O-])cc2o1	-4.2%	-69.9%	2.7	0.5%	-16.5%	0.2%	-0.4%	-0.4%	2.5%	-0.4%	1.2%
O=C(NC1CCCC1)C(NS(=O)(=O)c1ccc(Br)s1)c1ccccc1 (centres undefined)	0.8%	-5.2%	10.8	6.1%	3.5%	-1.2%	-1.2%	-1.2%	-16.6%	1.5%	3.5%
Cc1ccc2nc(NC(=O)c3ccccc3F)sc2c1	-3.4%	?	?	1.9%	-16.3%	1.7%	-2.1%	0.651µM*	-6.6%	-8.6%	-1.3%
O=[N+]([O-])c1ccc2ncnc(N3CCN(Cc4ccc5c(c4)OCO5)CC3)c2c1	-3.7%	-26.1%	-2.8	24.5%	4.2%	-8.6%	-0.3%	-17.2%	-58.5%[inhibitor]	-27.9%	1.4%
O=C(NCC(c1ccco1)N1CCc2ccccc21)c1ccccc1F (centres undefined)	-2.2%	-9.5%	?	8.9%	-1.0%	-9.3%	-0.1%	-12.3%	-7.3%	-2.4%	1.6%
COc1cc2c(cc1OC)C(=O)NCC(C)(C)O2	2.5%	-3.3%	-1.0	-11.0%	3.3%	-4.9%	-0.7%	-0.4%	-2.2%	5.9%	2.8%
COc1ccc(CCNC(=O)c2cccs2)cc1	0.9%	10µM*	29.2	17.2%	2.4%	-1.0%	-0.1%	5.2%	15.1%	-2.5%	-0.2%
CCCc1cc(=O)oc2cc(C)cc(OCC(=O)NCCN3CCOCC3)c12	1.0%	11.3%	-3.9	-35.0%	5.4%	-3.4%	0.3%	-1.3%	0.1%	5.2%	2.0%
COc1ccccc1NC(=O)c1ccccc1C(=O)O	4.2%	0.0%	2.7	-7.6%	-4.7%	-0.1%	0.0%	2.0%	-0.7%	-0.9%	-1.3%
c1csc(-c2nnc(N3CCOCC3)c3ccccc23)c1	-0.4%	-0.2%	21.2	-11.6%	18.1%	-2.1%	0.2%	2.9%	-4.0%	-4.8%	6.4%
C=C(C)Cn1c(CCn2c3ccccc3c3ccccc32)n[nH]c1=S	-3.9%	-23.0%	14.4	-6.6%	-1.9%	-1.0%	-0.4%	-5.1%	-6.5%	2.0%	5.5%
COc1cc(NC(=O)c2ccc(F)cc2)c(OC)cc1Cl	-1.6%	-46.2%	?	17.2%	5.1%	0.4%	0.3%	-1.2%	2.9%	2.2%	2.4%
Cc1ccc(C(=O)NNC(=O)CSc2nnc(C3CC3)n2C)cc1	0.7%[11.5 µM]	2.2%	-0.8	28.5%	0.3%	-0.5%	-0.3%	7.3%	12.2%	-0.4%	1.6%
CC1CCCN(S(=O)(=O)Cc2ccc(Cl)cc2)C1 (centres undefined)	-1.3%	9.5%	8.3	-2.5%	-1.0%	-3.2%	0.2%	11.6%	4.6%	·	2.1%
Cc1ccc([N+](=O)[O-])cc1NC(=O)c1cccnc1	4.2%	-0.7%	-3.9	30.0%	-11.7%	-0.3%	-0.6%	-2.3%	·	1.7%	-0.1%
COc1ccccc1/C=C1\SC(=S)N(CCC(=O)NNC(=O)c2ccccc2OC)C1=O	12.6%	-37.9%	2.8	-1.8%	3.7%	-0.8%	-0.2%	-3.4%	-3.3%	·	-1.4%
CCOc1ccc2nc(N3CCCC(C(=O)NCCCN4CCOCC4)C3)sc2c1 (centres undefined)	-1.4%	65.9%	-0.7	0.0%	-18.0%	-2.2%	-0.2%	?	?	?	0.1%

Source: PubChem (National Center for Advancing Translational Sciences (NCATS))
